KCNH2 3.1 inh – inhibitors of human KCNH2 3.1 potassium channel isoform. U2OS KCNH2 3.1, thallium flux FluxOr; active compounds read low. activity change, % (tested at about 1.8 µM). 340,000 tested, 0.95% active. AID 720553;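 active = maximum activity change below -70%; inconclusive = maximum activity change from -70% to -50%; inactive = maximum activity change above -50%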;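 also: thallium influx rate constant from kinetic fluorescence after stimulation buffer; % is scaled to controls: 0 for no effect and ±100 for the full control effect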
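Channel expression came from 3.1 mutant virus (1.77 x 10^8 /mL) applied to suspended U2OS cells for 4 h. Flux was tracked with FluxOr dye plus Red40 quencher, and kinetic rate constants normalized to controls.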
MBNL1-CUG inh – MBNL1-poly(CUG) RNA binding inhibition; TR-FRET MBNL1-His/biotin-(CUG)12 binding, 665/545 ratio; Potency, µM (titrated, usually from 57.5 µM), for inactives: at the top dose activity change, negative = inhibition, actives largely listed as inhibitors; 280,000 tested, 0.036% active; AID 2675; active = well fitted inhibition curve with a large enough effect in the signal ratio, with a control signal flat, not every such curve was filed as active; inconclusive = small, poorly fitted or top-dose-only effect, or effect the other way, or a change in a side signal; inactive = no such curve, though single readings can be large or run the other way; the % refers to the signal ratio; also: potency is read from the fitted curve at half-maximal effect; % is scaled to controls: 0 for no effect and ±100 for the full control effect
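Compound titration spanned 92 nM–58 uM against the MBNL1-His/biotin-(CUG)12 complex. After 60 min at room temperature with 5 nM streptavidin-XL665 and 0.055 ng/ul terbium anti-His, ratiometric 665/545 nm emission (Ex 340 nm) normalized to controls.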
GALK inhibitor – inhibitors of human galactokinase; AID 1868; Potency, µM (top dose mostly 57.5 µM), for inactives: at the top dose activity change, negative = inhibition, most hits filed as inhibitors; Purified GALK, Kinase-Glo residual ATP luminescence; P51570; 270,000 tested, 0.007% active; also: potency is read from the fitted curve at half-maximal effect; % is scaled to controls: 0 for no effect and ±100 for the full control effect
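Luminescence from leftover ATP (Ultra-Glo luciferase/luciferin) served as read-out after a 1 h room-temperature reaction of 5 nM GALK with 35 uM ATP and 100 uM galactose.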
FBPA coupling cs – coupling enzyme interference in Giardia aldolase counter-screen; coupling enzyme system counterscreen, AmpLite Red fluorescence; activity change, negative = inhibition, % at 58.2 µM, hits read low; 290,000 tested, 0.67% active; AID 2472; in the data active = activity change below about -30%; also: % is scaled to controls: 0 for no effect and ±100 for the full control effect
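Final compound at 57.5 uM, incubated 10 min at RT with coupling enzyme reagent (glyceraldehyde-3-phosphate), then 20 min with substrate and AmpLite Red detection. Fluorescence read at 525/598 nm; tests interference with the coupling assay, not aldolase inhibition.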
A-T KAP1 phos – candidate therapy for ataxia-telangiectasia; […] A-T fibroblasts, KAP-1 phosphorylation AlphaLISA; neocarzinostatin DNA damage 30 min before lysis; Potency, µM (top dose mostly 57.5 µM), inactives show top-dose activation, most hits filed as activators; 320,000 tested, 0.19% active; AID 485349; also: potency is read from the fitted curve at half-maximal effect; % of control where 0% means no effect; nearly all actives have a fitted effect of over 45% in size
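hTERT-immortalized A-T patient fibroblasts ([…]), 500 cells/well in OPTI-MEM, 1% FBS, got compounds for 60 min, then NCS for 30 min at 37C. Lysates were then assayed for phospho-KAP-1 by AlphaLISA (anti-pKAP1 donor, anti-KAP1 acceptor beads), 6 hr at 25C.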
S-ASM inh – inhibitors of human secretory acid sphingomyelinase; P17405; placental ASM, HMU-PC fluorogenic substrate, 60 min; Potency, µM (highest dose often 57.5 µM), inactives show at the top dose activity change, negative = inhibition, hits mostly inhibitors; 340,000 tested, 0.006% active; AID 504937; also: potency is read from the fitted curve at half-maximal effect
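HMU-PC0 cleavage (9 uM final) by human placental ASM, 60 min at 37 °C following 10 min compound exposure at RT; stopped at pH 10, fluorescence Ex 386/Em 447 nm.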
a7 integrin act – activates integrin-mediated alleviation for muscular dystrophy. alpha7betagal myoblasts, beta-gal FDG fluorescence, 48 h. Potency, µM (highest dose often 38.3 µM), for inactives: at the highest dose activation, actives largely listed as activators. 350,000 tested, 0.064% active;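 also: potency is read from the fitted curve at half-maximal effect; 100% = response of the positive control SU9516; nearly all actives have a fitted effect of over 60% in size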
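Alpha7betagal+/- myoblasts (passage 13) were plated 16-24 hr, then exposed to compounds (1:260 dilution of DMSO stock) for 48 hours at 37C. After MPER lysis, β-galactosidase reporter activity was read as FDG fluorescence (ex 480/em 540) after 30 minutes.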
TRPV1 ag – human TRPV1 agonism; Q8NER1; TRPV1-expressing cells, Fluo-8 calcium influx, agonist mode; activation, % at 8.33 µM; 320,000 tested, 0.19% active; AID 540275; in the data active = activation above about 80%; inconclusive = between about 30% and that limit; also: 0% is about no effect
Target sequence (Q8NER1 whole entry, looked up): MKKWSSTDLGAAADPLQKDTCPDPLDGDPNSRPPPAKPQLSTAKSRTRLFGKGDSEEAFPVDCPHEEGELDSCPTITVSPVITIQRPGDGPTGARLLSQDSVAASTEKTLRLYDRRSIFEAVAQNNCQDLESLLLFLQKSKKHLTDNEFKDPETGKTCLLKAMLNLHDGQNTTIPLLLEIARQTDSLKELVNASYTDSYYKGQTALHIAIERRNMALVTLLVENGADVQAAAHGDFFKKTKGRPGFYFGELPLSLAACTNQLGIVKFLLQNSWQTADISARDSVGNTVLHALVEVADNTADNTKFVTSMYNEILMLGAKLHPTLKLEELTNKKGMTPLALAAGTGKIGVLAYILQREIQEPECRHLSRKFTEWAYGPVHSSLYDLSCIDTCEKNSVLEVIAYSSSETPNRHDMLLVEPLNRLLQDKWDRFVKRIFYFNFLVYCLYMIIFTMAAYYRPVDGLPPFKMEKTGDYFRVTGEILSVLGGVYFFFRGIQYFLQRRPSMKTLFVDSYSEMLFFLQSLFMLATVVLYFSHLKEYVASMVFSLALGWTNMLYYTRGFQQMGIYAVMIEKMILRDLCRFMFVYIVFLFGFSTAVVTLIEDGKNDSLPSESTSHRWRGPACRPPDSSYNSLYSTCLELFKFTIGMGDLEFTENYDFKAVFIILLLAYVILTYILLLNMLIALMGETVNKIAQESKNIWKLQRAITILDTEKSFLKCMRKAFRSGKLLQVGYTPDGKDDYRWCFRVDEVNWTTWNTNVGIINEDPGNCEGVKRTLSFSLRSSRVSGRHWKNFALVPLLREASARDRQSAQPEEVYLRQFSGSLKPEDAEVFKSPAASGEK
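Fluo-8 calcium influx in TRPV1-expressing cells, kinetic read (ex 480/em 520 nm). Compound added and read 3 min for agonist activity, followed by capsaicin at EC20 final and 2 min further read for enhancement.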
KCNH2 WT inh – blocks the wildtype human KCNH2 potassium channel; 340,000 tested, 0.37% active; activity change, % at 1.84 µM; AID 720551; U2OS, BacMam KCNH2, thallium flux FluxOr; active compounds read low;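 active = maximum activity change below -70%; inconclusive = maximum activity change between -70% and -50%; inactive = maximum activity change above -50%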; also: % is scaled to controls: 0 for no effect and ±100 for the full control effect
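U2OS cells transduced with wild-type KCNH2 virus are loaded with FluxOr dye for 45 min, and thallium flux is measured in kinetic reads before and after stimulation buffer. Rate constants are normalized to DMSO controls.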
MLL CXXC-DNA inh – blocks binding of human MLL CXXC domain to DNA | Potency, µM (doses to about 115 µM), inactives show at the top dose activity change, negative = inhibition, hits mostly inhibitors | 290,000 tested, 0.037% active | AID 2662 | Q03164 | MLL-CXXC / FITC-HOXA9 DNA fluorescence polarization; active = well fitted inhibition curve with a large enough effect in the polarisation, with a control signal flat, not every such curve was filed as active; inconclusive = small, poorly fitted or top-dose-only effect, or effect the other way, or a change in a side signal; inactive = no such curve, though single readings can be large or run the other way; the % refers to the polarisation; also: potency is read from the fitted curve at half-maximal effect
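Purified MLL-CXXC (added from a 7 uM solution) was preincubated 5 min at ambient with pinned compounds in 50 mM Tris-HCl pH 7.5, 50 mM NaCl, 1 mM DTT, 0.05% BSA. Fluorescein-labeled HOX-A9 DNA (50 nM solution) followed, 30 min, then polarization read.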
* = called active by the depositor; ? = inconclusive; . = no result given; [ ] = remark or other dose. Unless noted, calls follow the shape of the dose curve; as a rule, active = well fitted curve in the direction sought with a large enough effect; inconclusive = small, poorly fitted or top-dose-only effect, or another doubt; inactive = no such curve, though single readings can be large; an effect the other way counts as inactive or inconclusive. Rows were taken by chance; about 2% have a hit in one of these screens.

SMILES	KCNH2 3.1 inh	MBNL1-CUG inh	GALK inhibitor	FBPA coupling cs	A-T KAP1 phos	S-ASM inh	a7 integrin act	TRPV1 ag	KCNH2 WT inh	MLL CXXC-DNA inh
Cc1ccc(NC(=O)NC2CCCCC2)cc1Cl	-15.1	-3.1%	0.8%	1.3	-5.5%	1.1%	8.9%	1.5	-7.5	2.7%
O=C(O)CCc1nc2cc(C(F)(F)F)ccc2n(Cc2ccccc2)c1=O	-3.9	2.4%	-0.8%	6.2	-3.9%	-1.0%	?	2.7	-1.5	1.9%
O=C(N1CCOCC1)N1CCN(Cc2ccccc2)CC1	2.3	10.0%	1.3%	3.1	0.5%	2.7%	12.7%	0.1	-2.0	3.3%
CC1(C)CC(=O)C(C(N)=NC(=O)c2ccccc2)=C(O)C1	-12.0	0.4%	5.6%	-1.5	6.4%	-0.5%	11.0%	?	12.7	1.2%
CCc1cc(=O)[nH]c(SCC(=O)NCC2CCCO2)n1 (stereo not drawn)	21.4	.	.	.	-7.0%	-5.6%	14.4%	-0.2	-4.3	.
CC(C(=O)N1CCOCC1)N1C(=O)C2C3C=CC(C4CC34)C2C1=O (stereo not drawn)	0.3	-12.9%	-2.0%	0.3	-0.4%	2.5%	0.1%	2.7	-1.8	2.9%
CCOc1ccc(NS(=O)(=O)c2cc(NC(=O)c3ccc(C)cc3)ccc2Cl)cc1	-12.4	-5.1%	-1.1%	-1.2	-8.3%	-18.6%	-21.0%	-5.0	0.3	18.6%
COc1ccc(CCNc2ccc(C(CC(N)=O)NC(=O)c3cc(C)cc(C)c3)cc2[N+](=O)[O-])cc1 (stereo not drawn)	-8.6	?	.	4.0	-3.5%	-6.0%	-26.2%	1.2	-7.8	1.7%
COc1ccccc1CNC(=O)CN1C(=O)COc2ccc(S(=O)(=O)NC3CCCC3)cc21	5.4	-3.4%	6.4%	-0.8	1.1%	1.5%	?	2.5	-10.6	-2.5%
Cn1c(N)c(C(=O)COC(=O)[C@@H]2CCCN2S(=O)(=O)c2ccc(Cl)cc2)c(=O)n(C)c1=O	-2.6	1.0%	0.4%	2.6	2.5%	-0.1%	-7.5%	-0.8	5.2	-0.8%
CCCc1nnc2n1N=C(c1ccc(-c3cc(Cl)ccc3Cl)o1)CS2	.	-27.0%	0.5%	-0.4	.	.	.	1.6	.	11.1%
O=C(Nc1ccccc1N1CCOCC1)C1Cc2ccccc2CN1C(=O)c1ccco1 (stereo not drawn)	4.2	-0.3%	0.0%	-0.9	4.1%	2.5%	-0.7%	9.5	-7.6	0.2%
CCN1CCCC1CNC(=O)c1ccc2c(c1)N(Cc1cccc(Cl)c1)C(=O)c1ccccc1S2(=O)=O (stereo not drawn)	-17.6	0.9%	-2.1%	.	-0.1%	0.0%	-51.8%[inhibitor]	3.1	21.7	9.8%
CSc1ccc(CNc2ccc(C)c(C)c2)cc1	-2.2	-5.8%	2.9%	1.9	-3.4%	-2.9%	-2.9%	3.4	-3.9	-5.2%
O=C(Nc1ccc(Br)c(Cl)c1)c1ccco1	7.4	5.6%	-5.2%	0.6	-10.8%	-4.7%	-13.1%	?	0.1	8.3%
CC(C)c1nnc(NC(=O)CCC(=O)NC2CCCCC2)s1	-1.1	-4.5%	7.7%	5.0	2.2%	4.1%	5.2%	-1.3	-2.7	-1.2%
O=C1OC(CCl)CN1Cc1c(Cl)cccc1Cl (stereo not drawn)	-2.8	.	.	.	.	-1.4%	-5.5%	.	-6.0	.
O=C(COC(=O)/C=C/c1ccco1)Nc1ncc(C(F)(F)F)cc1Cl	-0.9	15.2%	1.3%	0.0	-2.8%	3.0%	-3.6%	-2.1	26.1	-7.2%
COc1ccccc1-n1nc(C(=O)O)c2ccccc2c1=O	-1.8	-8.1%	0.0%	-0.7	11.7%	-0.1%	17.2%	-3.2	-2.8	7.6%
CC(=O)NC1=NN(C(C)=O)C(c2cccc([N+](=O)[O-])c2)S1 (stereo not drawn)	3.9	?	1.7%	0.3	12.0%	-2.6%	6.8%	7.8	-0.3	6.8%
COc1cc2c(cc1OC)/C(=C/C(=O)c1ccc(OC)c([N+](=O)[O-])c1)NCC2	3.1	28.0%	-0.3%	-1.8	-0.3%	2.1%	21.8%	1.4	-12.4	13.6%
CCCNC(=O)Cc1ccsc1	19.3	-4.6%	1.6%	0.6	-4.9%	1.1%	21.3%[7.66 µM]	0.7	-9.2	-0.6%
Cc1ccc(C(c2c(C)nn(-c3ccccc3)c2N)c2c(C)nn(-c3ccccc3)c2N)cc1	-2.3	.	1.7%	-1.4	-1.8%	1.7%	-13.2%	-4.0	2.1	18.0%
O=C(O)Cc1c(C(=O)O)[nH]c2ccc(C(=O)O)cc12	-2.3	-1.3%	5.0%	0.6	-9.0%	7.1%	6.5%	0.9	2.4	-1.7%
O=C(CCN1C(=O)S/C(=C\c2cccs2)C1=O)Nc1nccs1	4.9	?	2.7%	-0.9	-1.2%	1.2%	28.3%	6.5	3.4	4.8%
O=C(OCCOc1ccccc1F)c1cccc(S(=O)(=O)N2CCOCC2)c1	0.4	.	.	.	5.4%	0.8%	31.5%	8.8	-3.2	.
CCC(=O)N/C(N)=N/c1nc2ccccc2o1	11.4	.	-1.5%	-2.6	3.3%	2.9%	11.8%	3.2	3.2	-11.9%
Cc1ccc(-n2c(-c3ccncc3)n[nH]c2=S)c(C)c1	-26.3	-5.2%	-0.1%	2.1	0.8%	1.1%	-23.1%	0.7	-3.3	16.7%
O=C(O)CCC(=O)N1CCC(C(=O)c2cccc(Cl)c2)CC1	-2.7	1.4%	2.1%	2.7	3.9%	0.0%	-11.3%[7.66 µM]	-0.2	-5.2	-7.3%
CC(C)c1nc(SCC(=O)N2CCOCC2)c2c(=O)n(C)c(=O)n(C)c2n1	5.8	-10.5%	2.1%	4.6	-29.6%	0.8%	4.5%	.	-8.8	5.6%
Cc1cc(-c2cc(C(=O)Nc3ccccc3)on2)nc(NCC2CC2)n1	5.1	.	.	.	.	-6.5%	10.2%	.	-11.0	.
COc1ccc(-c2[nH]c(-c3ccc(SC)cc3)nc2SCC(=O)Nc2nccs2)cc1	-41.0	.	1.0%	-7.2	-1.0%	?	17.8%	-4.7	4.7	3.1%
CCCCN1CCNC[C@@H]1Cc1ccc(O)cc1	17.3	.	.	.	-9.1%	2.8%	27.2%	0.7	-10.3	.
O=[N+]([O-])c1ccc(S(=O)(=O)NN=C2CCCCC2)cc1	5.3	.	.	.	.	-3.0%	19.4%	.	3.7	.
Cc1c(C(=O)N2CCCCC2)sc(NC(=O)C2CC2)c1C#N	10.7	6.1%	1.1%	0.2	7.4%	4.6%	18.1%	-5.8	-4.9	-1.5%
O=C(CCn1cnc2ncccc2c1=O)N1CCN(c2cccc(Cl)c2)CC1	11.2	-14.1%	-1.9%	1.0	-1.1%	-1.8%	1.4%	-0.3	0.1	-5.6%
O=C(Nc1ccccc1N1CCOCC1)c1cccs1	-2.8	-15.7%	-1.0%	2.7	.	2.4%	29.3%	-0.2	7.8	-11.3%
CC(OC(=O)/C=C/c1ccccc1)C(=O)Nc1cccc(C#N)c1 (stereo not drawn)	3.8	.	.	.	3.7%	-5.7%	-15.4%	20.7	44.8	.
O=C1CSc2ccc(C(=O)N3CCN(c4ccccn4)CC3)cc2N1	-6.6	-11.1%	0.0%	2.4	-3.8%	4.4%	5.1%	-2.0	-2.7	3.0%
COC(=O)c1ccc(NC(=O)CNC(=O)c2sc3ccccc3c2Cl)cc1	-10.3	.	.	.	-9.3%	-1.2%	4.2%	-3.9	-2.9	.
CC(C)(C)C(=O)N1CCN(c2ncccc2C(F)(F)F)CC1	5.0	5.4%	-1.6%	2.6	1.8%	-0.2%	8.3%	24.1	11.4	-2.1%
CCOc1cc(/C=C2\CCCC(C(=O)C(F)(F)F)=C2O)ccc1O	10.9	2.2%	0.4%	0.5	-6.1%	-23.8%	-11.6%	-0.9	7.7	-0.9%
Cc1cc(C)c(C(=O)COC(=O)CCn2c(C)csc2=O)cc1C	-2.9	.	.	.	-6.5%	-3.4%	-0.9%	-3.9	-21.5	.

Screens (PubChem BioAssay)
